# ALOX12 inh: blocks human arachidonate 12S-lipoxygenase. purified 12hLO, xylenol orange hydroperoxide absorbance. 580,000 compounds, 1.1% hits. P18054. Potency, µM (titrated, usually from 108 µM), inactives show at the highest dose activity change, negative = inhibition, hits mostly inhibitors; active = well fitted inhibition curve with a large enough effect; inconclusive = small, poorly fitted or top-dose-only effect, or another doubt; inactive = no such curve, though single readings can be large or run the other way
# Target sequence (P18054 whole entry, looked up): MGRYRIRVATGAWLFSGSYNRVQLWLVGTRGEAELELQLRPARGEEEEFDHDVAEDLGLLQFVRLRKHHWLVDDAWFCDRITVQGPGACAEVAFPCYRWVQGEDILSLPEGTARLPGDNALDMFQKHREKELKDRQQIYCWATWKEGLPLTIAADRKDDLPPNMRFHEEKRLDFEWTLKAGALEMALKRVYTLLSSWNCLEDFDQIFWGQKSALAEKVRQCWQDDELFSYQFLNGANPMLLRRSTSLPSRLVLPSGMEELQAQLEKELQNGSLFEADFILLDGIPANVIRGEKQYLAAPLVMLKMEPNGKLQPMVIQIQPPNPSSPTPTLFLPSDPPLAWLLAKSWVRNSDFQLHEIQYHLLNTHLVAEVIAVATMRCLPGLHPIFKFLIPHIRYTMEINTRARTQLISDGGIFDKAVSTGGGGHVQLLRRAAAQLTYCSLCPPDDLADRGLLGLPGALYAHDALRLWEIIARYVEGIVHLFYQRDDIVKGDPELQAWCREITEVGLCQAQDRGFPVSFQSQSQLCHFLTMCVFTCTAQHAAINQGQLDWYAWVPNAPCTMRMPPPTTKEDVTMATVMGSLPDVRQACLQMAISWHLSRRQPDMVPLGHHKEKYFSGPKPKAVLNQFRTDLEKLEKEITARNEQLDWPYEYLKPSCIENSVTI
#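 Hydroperoxide product was detected by ferrous iron/xylenol orange as the 573 to 405 nm absorbance ratio. Arachidonic acid at 40 uM (final) was turned over for 30 min at room temperature by 150 nM human 12hLO, pH 7.0 Hepes buffer, after 15 min compound preincubation.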
# Active calls of the source: *; ? = inconclusive; [ ] = another dose, or the depositor's remark. % is scaled to controls: 0 for no effect and ±100 for the full control effect; potency is read from the fitted curve at half-maximal effect. Only part of the results is shown; the hit share may differ from the screen's.
ALOX12 inh	SMILES
6%	CCN1c2cc(C(=O)Nc3ccc(Cl)c(Cl)c3)ccc2C(=O)N2CCCCCC21 (centres undefined)
24%	O=C(Nc1cccc2ccccc12)N[C@H]1CO[C@H]2[C@@H]1OC[C@@H]2Nc1nccc(-c2cccs2)n1
37%[activator]	O=C(NC1CCN(c2cc(-c3ccc(F)cc3)[nH]n2)C1)c1cccc(OC(F)(F)F)c1 (centres undefined)
19%[176 µM]	CCNC(=O)N[C@H]1[C@H](O)[C@H](O)C[C@@H]1c1cccc(C)c1
55%[activator]	CCCN(C)c1nccnc1OC1CCN(C(=O)c2ccncc2)C1 (centres undefined)
9%	Cc1noc(-c2cn(C3CCN(C(=O)COc4ccccc4)C3)nn2)n1 (centres undefined)
15%[176 µM]	COc1ccc(-c2nnc([C@H]3CCN(C(=O)c4ccc(F)cc4)C3)o2)cc1
22%	O=C(CCc1nc2ccccc2s1)N1CCOc2ccc(CN3CCc4sccc4C3)cc2C1
73%[activator]	Cc1c(-c2ccccc2F)[nH]c2ccc(CNC(=O)CCn3cnnc3)cc12
26%	C[C@@H]1CN(C(=O)CCN(C)S(C)(=O)=O)C[C@@]1(O)C1CC1
0%[6.33 µM]	Cc1cc(C(=O)N2CCCCC2)c2c(C3CCCN3)noc2n1 (centres undefined)
57%[activator]	O=C(NCc1nnc2cc(-c3nc(C4CC4)no3)ccn12)c1ccc(F)cc1Cl
6%	COCCN1C(=O)c2ccccc2C(C(=O)NCc2ccccc2OC)C12CCCC2 (centres undefined)
-17%[176 µM]	CC(C)Oc1cccc(-c2n[nH]c3c2CC(=O)N(Cc2ccccn2)C3)c1
29%	COc1cccc(NC(=O)C2CC(=O)Nc3ncnn32)c1 (centres undefined)
?	Cc1ccc(-c2ccc(C=O)cc2)cc1Cl
41%[activator]	Cc1ncoc1C(=O)N1CC(F)(F)C[C@H]1c1nnc(C2CC2)o1
?	CO[C@H]1[C@H](NC(=O)C(C)C)c2ccccc2C12CCN(Cc1c(C)nn(C)c1Cl)CC2
4%	O=C(Cn1nc2c(cc1=O)CCCC2)N1CCn2c(nnc2C(F)(F)F)C1
38%[activator][176 µM]	COc1cc(C(=O)NC[C@@H]2CC[C@H]3C[C@@H]2C3(C)C)nc2ccccc12

# Three consecutive entries out of the list so far:
ALOX12 inh	SMILES
41%[activator]	Cc1ncoc1C(=O)N1CC(F)(F)C[C@H]1c1nnc(C2CC2)o1
?	CO[C@H]1[C@H](NC(=O)C(C)C)c2ccccc2C12CCN(Cc1c(C)nn(C)c1Cl)CC2
4%	O=C(Cn1nc2c(cc1=O)CCCC2)N1CCn2c(nnc2C(F)(F)F)C1

# Going on with the list:
ALOX12 inh	SMILES
55%[activator][176 µM]	Cc1noc(C)c1CN1CCC2(CC1)COCCN2C(=O)OCc1ccccc1
49%[activator]	Cc1ncc2c(c1CNC(=O)c1ccc3cccnc3c1O)CCNC2
-3%	CC(C)C[C@@H](CO)n1cc(-c2cncnc2)nn1
-2%	CC(=O)c1ccc(N2CC[C@@H](NC(=O)c3cnccn3)[C@H](O)C2)nc1
-8%	O=C(CC1CCCN(c2cn[nH]c(=O)c2)C1)NC1CCCCC1 (centres undefined)
5%	O=C(c1cccs1)N1CCC(Oc2cccc(F)c2)C1 (centres undefined)
131%[activator]	COC(=O)c1ccc2nc(C[C@@H]3C[C@@H](C(C)C)[C@H](CNC(=O)N4CCOCC4)C=C3C)[nH]c2c1
30%[activator]	COc1ccc(-c2cn3cc(C(=O)N4CCCC4)nc3c(=O)n2CC2CC2)c(F)c1
-2%	CC(CNC(=O)[C@H]1O[C@@H](n2cnc3c(=O)[nH]c(N)nc32)[C@H](O)[C@@H]1O)c1ccccc1 (some centres undefined)
-48%	COc1cccc2ccc(CN3CCC4(CC3)c3ccccc3[C@@H](NC(=O)c3ccccc3)[C@@H]4O)nc12
32%[activator]	COCCC(=O)N1CCCC(C(=O)N2CCN(c3ccccn3)CC2)CCNC(=O)CC1 (centres undefined)
34%[activator]	CCOCCn1c(=O)[nH]c2cc(C(=O)NCC(=O)N(C)C)ccc21
-3%	COc1ccc(-c2nn(-c3ccccc3C)cc2CN2C[C@@H](C)O[C@@H](C)C2)cc1F
18%	CCOc1ccc(C2NC(=O)N(Cc3nncn3C(C)C)C3=C2C(=O)OC3)cc1 (centres undefined)
13%	Cc1ccc(OCC(=O)N2CCC(c3noc(-c4ccccc4)n3)C2)cc1 (centres undefined)
-5%	CCCCCCCCN1C(=O)[C@@H](CC(=O)NCc2ccc(OC)c(OC)c2)C[C@@]2(C(=O)OC)C1=C[C@H](C1CCCC1)O[C@@H]2C
?	CS(=O)(=O)N1CCCN(S(=O)(=O)c2ccccc2)CCC(=O)NCC1
-1%[176 µM]	CC(C)(CC(=O)O)CC(=O)N1CCN2C(=O)N(Cc3ccccc3)C(=O)[C@H]2C1
10%	Cc1c(C(=O)N(C)Cc2cscn2)sc2ncnc(NC[C@H]3CCc4ccccc4O3)c12
18%	CCOc1cccc(-c2noc(-c3nc(CC)no3)n2)c1
-2%	COc1ccccc1Oc1c(CCC(=O)NCc2ccco2)c(C)nn1-c1ccc(F)cc1
69%[activator][176 µM]	OCC1(CNCC2CCCC2)C[C@@H](O)[C@@H](O)C1 (some centres undefined)
31%[activator]	Cc1ccnc(N2CCC(c3nnc(-c4ccc(F)cc4)o3)CC2)n1
0%	Cc1ccc(-c2nc(-c3nnn4c3COC(c3ccc(C)cc3)C4)no2)cc1 (centres undefined)
?	NCCC(=O)N1CCCC(N2CCN(Cc3ccc4c(c3)OCO4)CC2)C1 (centres undefined)
1%	CCc1nc(C)sc1C(=O)N1CCN(c2ccc(C)cc2)C(=O)C1
32%[activator]	N#Cc1ccc(S(=O)(=O)N2CCC(C(=O)N3CCCCCCNC(=O)CC3)CC2)cc1
?	Cc1cc(C)n(CCC(=O)N2c3ccccc3CC2c2noc(C3CCOCC3)n2)n1 (centres undefined)
65%[activator]	CCc1nc(C)c(C(=O)N2CCC3(CC2)CC(c2ccccc2)CN(CC)C3)o1 (centres undefined)
4%	COCCNC(=O)C1CC(=O)N(c2n[nH]c3cc(Br)ccc23)C1 (centres undefined)
10%	CC(C)c1ccc(S(=O)(=O)N(C)CC2CCOCC2)cc1
126%[activator]	CC(C)N1CCN(C(=O)C23CCCC=C2N(c2ccccc2)C(=O)CC3)CC1 (centres undefined)
-7%	COc1cc(=O)n2c(c1C(=O)NC(C)c1ccco1)CCN(Cc1ccccc1Cl)CC2 (centres undefined)
-6%	COC(=O)[C@]12C[C@H](CC(=O)NCc3cccs3)C(=O)N(Cc3ccc4c(c3)OCO4)C1=C[C@H](C(C)(C)C)O[C@@H]2C
3%[6.33 µM]	COc1ccc(C2(C(=O)NCc3cccc(C(F)(F)F)c3)CCOCC2)cc1
23%[176 µM]	CC(=O)Nc1ccc(CNC[C@H]2COCc3nc4c(C)cccc4n32)cc1
?	CC(=O)C1=C(C)N(Cc2ccc(Br)cc2)C(=S)NC1c1cccc(Cl)c1 (centres undefined)
-5%	Cc1ccc(C(=O)N2CCCN(CC3CC3)C(C(C)C)C2)cn1 (centres undefined)
10%	Cc1cc2nc3n(c(=O)c2n1CC(=O)NCc1ccccc1)CCCCC3
81%[activator][176 µM]	COC[C@H]1C[C@@H](NC(=O)c2cnccn2)[C@H](O)[C@@H]1O

# Grouped by structure: the entries above with two or more sulfur atoms.
ALOX12 inh	SMILES
22%	O=C(CCc1nc2ccccc2s1)N1CCOc2ccc(CN3CCc4sccc4C3)cc2C1
?	CS(=O)(=O)N1CCCN(S(=O)(=O)c2ccccc2)CCC(=O)NCC1
10%	Cc1c(C(=O)N(C)Cc2cscn2)sc2ncnc(NC[C@H]3CCc4ccccc4O3)c12

# Shown tab-delimited: part of the list above.
SMILES	ALOX12 inh
N#Cc1ccc(S(=O)(=O)N2CCC(C(=O)N3CCCCCCNC(=O)CC3)CC2)cc1	32%[activator]
Cc1cc(C)n(CCC(=O)N2c3ccccc3CC2c2noc(C3CCOCC3)n2)n1 (centres undefined)	?

# The list goes on.
ALOX12 inh	SMILES
11%	COc1ccc(NC(=O)N[C@H]2C[C@@H](C(=O)N[C@H](Cc3c[nH]c4ccccc34)C(N)=O)N(C(=O)C=C(C)C)C2)cc1
1%[176 µM]	Cc1oc(C(O)c2ccccc2F)nc1C(=O)N1CCN(c2ccccn2)CC1 (centres undefined)
-20%	C/C(=C/c1[nH]c(N)[n+](CC2CC2)c1Cc1ccccc1)Cn1[nH]c(=O)n(-c2ccccc2)c1=O
44%[activator]	C=Cc1cccc(CN2CCC(CNS(=O)(=O)C3CC3)C2)c1 (centres undefined)
5%	O=C(N1CCC(n2cc(-c3nc(-c4ccccc4)no3)nn2)CC1)C1(c2ccccc2)CC1
-19%	Cc1ccc(N2CCN(c3nc4c(c(=O)[nH]3)CCNC4)CC2)cc1
12%	CCN1CCN(CCCNC(=O)CCC[C@H]2NC[C@@H]3C[C@H]2CN(Cc2ccccc2)C3)CC1
5%[176 µM]	O=C(O)CCn1ncc2cc(OC3CCN(C(=O)OCc4ccccc4)CC3)ccc21
8%[176 µM]	O=C(Nc1ccc(F)cc1)N1CCN2C(=O)N(C3CCOCC3)C[C@H]2C1
11%	COc1ccc(-c2cc(N3CCCC(NC(=O)c4cc(C)cc(C)c4)C3)n[nH]2)cc1 (centres undefined)
53%[activator]	CCCNC(=O)C(NC(=O)c1ccccc1C)C1CCN(C(=O)c2ccc(OC)cc2)CC1 (centres undefined)
13%	CC(C)CCNC(=O)N1CCC(OC2CCN(Cc3ccccc3)CC2)CC1
8%[176 µM]	COc1ccc(-c2ccc3ncc(Nc4cnccn4)n3n2)cc1OC
5%	COc1cc(NC(=O)Cn2c(-c3cnccn3)nc(C)c(CCO)c2=O)cc(OC)c1OC
2%	COCCC1(C(=O)O)CCCN(C(=O)c2cc(F)ccc2OC)C1 (centres undefined)
22%	CCN1CC(CNC(=O)CC2c3ccccc3CCc3ccccc32)CC1=O (centres undefined)
-15%	Cn1cc(CC(=O)N2CCCc3ncc(C(=O)NCc4cccs4)cc32)c2ccccc21
29%	O=C1N(Cc2cccc(F)c2F)CCCC12CCN(c1nc3ccccc3o1)C2 (centres undefined)
63%[activator]	COC(=O)[C@H](NC(=O)C1=C[C@@H](NC(=O)c2ccc(F)c(Cl)c2)[C@@H](O)[C@H](O)C1)C(C)C
65%[activator]	O=C(C1CC2(CCNCC2)CN1)N1CCCN(Cc2ccc(F)cc2)CC1 (centres undefined)
92%[activator][176 µM]	CN1CCN(C(=O)CC[C@H]2CNC(=O)[C@@H]3[C@@H](CCN3Cc3ncc[nH]3)N2C)CC1
-16%	O=C(c1ccccc1F)N1CCCC2(C1)NC(=O)N(Cc1ccc(Cl)cc1)C2=O (centres undefined)
-5%	Cc1cccn2c(=O)cc(CN3CCC4(CC3)C(C(=O)O)CC(=O)N4C)nc12 (centres undefined)
-4%	Cc1ccc(C(=O)N2CCC3(CC2)COc2ccccc2CN3)cc1
?	O=C(Cc1ccc(F)cc1)N1CCC2(CC1)NC(=O)N(c1ccc(F)cc1)N2
?	COc1ccccc1C(=O)N1CCC(c2nnc3n2C(C(=O)O)CC3)CC1 (centres undefined)
-7%[176 µM]	O=C(NC1CCOCC1)c1ccnc(-c2nnc3ccc(Nc4ccccc4)nn23)c1
42%[activator]	COc1ccc(Cl)cc1NC(=O)CCC1CCCN(C(=O)CN2CCOC2=O)C1 (centres undefined)
161%[activator]	Cn1c2c(c3ccccc31)CN(C(=O)Nc1ccccc1F)CC2
?	CCC[C@H]1[C@@H](NS(=O)(=O)c2ccc([N+](=O)[O-])cc2[N+](=O)[O-])CC[C@@]23CCCN2C(=O)CCC[C@@H]13
7%	Cc1cn2nnc(C(=O)N3CCC(C(=O)Nc4ccc(Cl)cc4)CC3)c2c(=O)[nH]1
-5%[176 µM]	CN1C[C@@H](F)[C@@H](OCc2nc3ccc(C(F)(F)F)cc3[nH]2)C1
27%	Cc1noc(-c2nnn3c2COC(c2ccc(F)cc2)C3)n1 (centres undefined)
12%	CCOc1ccccc1CN1CCCC(c2nc(-c3cccnc3)no2)CCNC(=O)CC1 (centres undefined)
4%	CCc1ccc(CNC(=O)c2cc3n(n2)CC(c2ccc(Cl)cc2)OC3)cc1 (centres undefined)
-8%	Cc1cc(N2CCNC[C@@H]2C)ccc1N1C[C@@H](C)O[C@@H](C)C1
?	O=C(CCc1nnn2c1CNCC2)N1CCOCC1
?	Cc1oc(-c2cccc(Oc3ccccc3)c2)nc1CN1CCC(C#N)CC1
0%	CCC1CCCCN1CCCNC(=O)CCc1cc2cc(OC)ccc2[nH]c1=O (centres undefined)
23%	O=C(NCc1cccnc1)C1CC(=O)N(c2n[nH]c3ccccc23)C1 (centres undefined)
0%[176 µM]	COc1ccc([C@H]2C[C@@H](O)[C@@H](O)[C@@H]2NS(=O)(=O)c2ccc(C(F)(F)F)cc2)cc1
88%[activator]	CCCc1ccc2oc(C(=O)N(CC)Cc3ccncc3)c(C)c2c1
29%	N#Cc1cccc(-c2cn3c(n2)N(C(=O)c2ccccc2)CCC3)c1
11%	O=C1CN(C(=O)c2csc3nc(-c4ccc(C(F)(F)F)cc4)cn23)CCCN1
33%[activator]	COCCOc1ccc2c(n1)CCN(C(=O)c1nn(C)c3ccccc13)C2
-2%[6.33 µM]	COc1ccc(-n2nc3n(c2=O)CCN(Cc2ccccc2)C3)cc1
7%	OC(c1cccnc1)c1ccc2c(c1)CN(Cc1ccc(-c3ccccc3Cl)o1)CCO2 (centres undefined)
4%[176 µM]	Cc1cc(F)ccc1OC1CN(CC2CC2)C1

# Screening results deposited in PubChem BioAssay by National Center for Advancing Translational Sciences (NCATS).
